D2 potentiator – positively modulates the human D2 dopamine receptor allosterically | P14416 | HEK293 T-REx D2, calcium flux, EC20 dopamine potentiation | potentiation, % at 10 µM | 340,000 tested, 0.34% active | AID 485347;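 active = potentiation over 3 SD above the plate norm, cut at about 30% in these data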; also: 0% is about no effect
Target sequence (P14416 whole entry, looked up): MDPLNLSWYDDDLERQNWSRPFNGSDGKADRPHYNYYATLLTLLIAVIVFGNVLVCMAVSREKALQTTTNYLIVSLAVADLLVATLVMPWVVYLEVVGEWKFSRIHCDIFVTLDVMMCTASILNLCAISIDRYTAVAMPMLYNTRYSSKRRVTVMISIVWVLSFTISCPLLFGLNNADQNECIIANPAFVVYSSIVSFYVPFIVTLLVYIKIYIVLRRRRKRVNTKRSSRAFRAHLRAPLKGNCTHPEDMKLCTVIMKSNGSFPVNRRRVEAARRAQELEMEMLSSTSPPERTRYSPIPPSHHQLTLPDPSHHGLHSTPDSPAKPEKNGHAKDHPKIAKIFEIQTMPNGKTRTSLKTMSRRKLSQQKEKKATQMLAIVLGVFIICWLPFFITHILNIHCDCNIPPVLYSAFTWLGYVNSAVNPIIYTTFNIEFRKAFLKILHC
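Calcium flux readout, no-wash dye, 1 read/s. Inducible HEK293 Trex D2 line, overnight 30 C. Compound alone 180 s (agonist flags), then EC20 dopamine, another 180 s to score potentiation.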
D2 antag – D2 dopamine receptor (human) antagonism; inhibition, % at 10 µM; HEK293 TREx D2 cells, calcium flux, dopamine EC80; P14416; AID 485344; 340,000 tested, 2% active; in the data active = inhibition above about 30%; also: 0% is about no effect
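Antagonism is scored as inhibition of an EC80 dopamine-evoked calcium signal in a force-coupled, tetracycline-inducible HEK293 T-REx D2 line, with compound present 180 s before agonist.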
TRHR agonist – TRH receptor (human) agonism. P34981. TRHR cells, calcium flux fluo-8, FDSS agonist mode. activation, % at 2 µM. 360,000 tested, 0.18% active. AID 493084; also: 0% is about no effect
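In this calcium-flux screen, cells bearing human TRHR are dye-loaded with fluo-8, baselined for 10 cycles, then exposed to library compounds; positive kinetic calcium responses during the agonist phase mark hits, with TRH as control.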
D1 agonist – agonists of human D1 dopamine receptor; 360,000 tested, 1% active; activation, % at 2 µM; HEK293 T-REx D1 cells, calcium flux, agonist mode; also: 0% is about no effect
Target sequence (P21728 whole entry, looked up): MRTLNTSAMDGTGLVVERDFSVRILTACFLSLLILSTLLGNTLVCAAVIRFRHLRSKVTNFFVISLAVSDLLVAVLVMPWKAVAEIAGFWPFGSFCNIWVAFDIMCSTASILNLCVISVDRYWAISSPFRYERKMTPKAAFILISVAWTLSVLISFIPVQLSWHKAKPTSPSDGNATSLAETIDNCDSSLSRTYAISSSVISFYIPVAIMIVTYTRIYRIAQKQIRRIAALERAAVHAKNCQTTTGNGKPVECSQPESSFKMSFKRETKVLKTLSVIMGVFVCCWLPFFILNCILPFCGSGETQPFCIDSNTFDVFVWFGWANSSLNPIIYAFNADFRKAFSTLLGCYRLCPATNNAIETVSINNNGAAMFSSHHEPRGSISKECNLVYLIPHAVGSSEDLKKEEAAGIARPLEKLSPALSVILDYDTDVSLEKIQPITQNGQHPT
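Tetracycline-induced HEK293 TREx D1 cells, force-coupled to calcium signalling, were dye-loaded with a no-wash calcium kit. Compound was pin-added after a 10 s baseline. Fluorescence was read kinetically at 1 cycle/s for 180 s, with calcium rises flagged as agonism.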
D1 antag – human D1 dopamine receptor antagonism | P21728 | HEK293 TREx D1 cells, calcium flux, dopamine EC80; active compounds read low | activity change, negative = inhibition, % at 10 µM | 360,000 tested, 3.2% active | AID 504652; in the data active = activity change below about -30%; also: % is scaled to controls: 0 for no effect and ±100 for the full control effect
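Compound effects on dopamine-evoked calcium signalling were measured in tetracycline-induced HEK293 Trex D1 cells. Dopamine at EC80 followed a 180 s compound pre-read, and fluorescence was tracked kinetically for 180 s more.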
D1 PAM – enhances dopamine response at the human D1 receptor | P21728 | HEK293 TREx D1 cells, calcium flux, dopamine EC20 potentiation | potentiation, % at 10 µM | 360,000 tested, 0.036% active; in the data active = potentiation above about 30%; also: 0% is about no effect
D2 agonist – D2 dopamine receptor (human) agonism; P14416; HEK293 T-REx D2 cells, calcium flux agonist mode; activation, % at 2 µM; 340,000 tested, 0.53% active;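 active = activation over 3 SD above normal in the single-dose calcium agonist read, cut at about 30% in these data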; also: 0% is about no effect
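Tetracycline-induced HEK293 T-REx cells with force-coupled D2 receptor, plated overnight at 30 C, loaded with no-wash calcium dye. After a 10 s baseline, compound was pin-added and calcium flux read kinetically for 180 s; calcium rises flagged agonists.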
RXFP1 antagonist – blocks the human relaxin receptor RXFP1; Q9HBX9; HEK293-RXFP1, relaxin-stimulated cAMP HTRF, 30 min; active compounds read low; activity change, negative = inhibition, % at 57.5 µM; 350,000 tested, 0.59% active; AID 1259400;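 active = activity change of -60% or lower, but not beyond a set lower limit; inconclusive = change between -60% and -40%, or beyond the set limit; inactive = change above -40%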; also: % is scaled to controls: 0 for no effect and ±100 for the full control effect
TRHR PAM – allosterically enhances the human TRH receptor; TRHR cells, fluo-8 calcium fluorescence, EC20 TRH enhancement; enhancement, % at 2 µM; 360,000 tested, 0.66% active; P34981; AID 493056; in the data active = enhancement above about 30%; also: 0% is about no effect
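TRHR-expressing cells loaded with fluo-8 calcium dye were read kinetically (ex 480/em 530) during compound addition, then stimulated with an EC20 of TRH (10 nM final). Enhancement of the Gq-mediated intracellular calcium response was scored.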
The depositor's hits bear a star; ? = inconclusive; · = no result given. Rule as the data show it, unless noted: active = activation above about 30%; inactive = the rest.

SMILES	D2 potentiator	D2 antag	TRHR agonist	D1 agonist	D1 antag	D1 PAM	D2 agonist	RXFP1 antagonist	TRHR PAM
Cc1ccc(S(=O)(=O)N2CCN(C(=O)CCNC(=O)c3ccccc3Cl)CC2)cc1	-5	4	0.6	0	-13	-4	0.0	-3	-3
Cc1c(C(=O)NNC(=O)c2ccncc2)oc2ccccc12	-11	14	0.7	-2	-2	0	-1.0	-17	1
COc1ccc(-c2cnc3c(-c4ccc(F)cc4)cnn3c2N)cc1	-2	-3	0.6	1	8	-7	0.4	-10	2
O=C(c1cn2ccccc2n1)N1CCc2c([nH]c3ccccc23)C1c1ccccn1 (stereo not drawn)	-26	·	1.5	1	-13	-1	·	2	-2
COc1ccc(C(=O)NC(C)C2CC3CCC2C3)c(OC)c1 (stereo not drawn)	-12	-40	-0.5	0	0	-3	-1.4	-9	17
Clc1ccc(Cn2cc(Br)cn2)cc1Cl	7	3	0.2	5	-1	0	0.2	6	2
COc1ccc(OCC(=O)Nc2ccc(N3CCN(C(=O)c4ccccc4C)CC3)cc2)cc1	7	-13	-0.9	10	-3	2	-2.0	-22	4
COc1cc(CNc2ccc(CNc3ncn[nH]3)cc2)ccc1OCc1ccccc1	2	19	0.5	0	-7	24	0.4	6	-11
O=C(O)c1ccc(N=NN2CCCC2)cc1	2	4	-1.6	2	7	-8	0.0	1	-4
O=C(NC(c1ccccc1)c1ccccc1)C1CCCC1	4	2	1.3	3	3	0	1.2	5	-5
O=C(O)c1ccc(Cn2cc(/C=C\[N+](=O)[O-])c3ccccc32)o1	2	-10	0.4	2	1	-9	0.1	12	-1
CC1(C)c2ccccc2N2CC(=O)N[C@@]21/C=C/C=C/c1ccccc1	15	1	0.4	1	5	-5	-0.8	?	-1

Rewritten in markdown: 5 of the compounds above.
| Compound | D2 potentiator | D2 antag | TRHR agonist | D1 agonist | D1 antag | D1 PAM | D2 agonist | RXFP1 antagonist | TRHR PAM |
| --- | --- | --- | --- | --- | --- | --- | --- | --- | --- |
| O=C(O)c1ccc(Cn2cc(/C=C\[N+](=O)[O-])c3ccccc32)o1 | 2 | -10 | 0.4 | 2 | 1 | -9 | 0.1 | 12 | -1 |
| COc1ccc(-c2cnc3c(-c4ccc(F)cc4)cnn3c2N)cc1 | -2 | -3 | 0.6 | 1 | 8 | -7 | 0.4 | -10 | 2 |
| COc1ccc(OCC(=O)Nc2ccc(N3CCN(C(=O)c4ccccc4C)CC3)cc2)cc1 | 7 | -13 | -0.9 | 10 | -3 | 2 | -2.0 | -22 | 4 |
| O=C(O)c1ccc(N=NN2CCCC2)cc1 | 2 | 4 | -1.6 | 2 | 7 | -8 | 0.0 | 1 | -4 |
| O=C(NC(c1ccccc1)c1ccccc1)C1CCCC1 | 4 | 2 | 1.3 | 3 | 3 | 0 | 1.2 | 5 | -5 |

(next part)
SMILES	D2 potentiator	D2 antag	TRHR agonist	D1 agonist	D1 antag	D1 PAM	D2 agonist	RXFP1 antagonist	TRHR PAM
O=C(OCc1ccc(Cl)cc1)c1ccccc1C(=O)c1ccccc1	-11	19	2.0	12	-9	-1	2.0	4	-6
COc1ccc(OC)c(NC(=O)CN2C(=O)CSc3ccc(S(=O)(=O)N4CCCC4)cc32)c1	33*	-10	-1.4	4	-5	-7	0.1	4	-6
CC(C)N1C(=O)N(c2cccc(Cl)c2)C(C)(O)CC1(C)C (stereo not drawn)	-1	2	-1.4	6	-13	7	-1.1	3	-10
O=C1CSC(=S)N1N=C1CCCCCC1	6	-1	-1.0	6	-9	-2	-0.8	-15	-7
COc1cccc(NC(=S)NNC(=O)Cn2nc([N+](=O)[O-])cc2C)c1	8	-2	0.0	1	1	1	0.5	-13	41*
CCCc1ccc(-c2ccc(C(=O)O)cc2)nc1	-2	3	0.5	0	8	0	1.6	-27	-5
O=C(c1ccco1)N1CCN(C(=O)C2CC2)CC1	0	3	0.1	1	10	1	3.6	-3	10
Cc1ccc(C2=N/C(=C\c3cccnc3)C(=O)O2)cc1	10	7	0.1	2	13	3	0.2	3	3
CCN(CC(=O)Nc1c(F)cccc1F)C(=O)c1ccc(S(=O)(=O)N2CCC(C)CC2)cc1	2	-16	0.4	1	20	0	0.1	-5	0
O=c1c2ccccc2nc2ccc(N3CCOCC3)nn12	-20	12	0.6	-1	14	0	-0.5	1	-3
Cc1ccc(-n2c(=O)c(C#N)cc3c(=O)n4cccc(C)c4nc32)cc1	7	-13	-0.8	2	5	3	-0.3	-14	4
CCOC(=O)NC(=O)/C(N=Nc1cc(C)cc(C)c1)=C(\C)O	-1	-1	-0.6	0	-4	3	-2.0	6	2
COc1ccc(CNC(=O)C(C)OC(=O)CO/N=C(\C)c2ccc3c(c2)OCO3)cc1 (stereo not drawn)	17	21	-0.3	3	-7	-3	-0.3	-2	-4
CC(C)CCNC(=O)CCn1nc(-c2ccc(Cl)cc2)ccc1=O	-1	-11	0.4	2	-7	3	0.9	5	2
Cc1cc(N2C(=O)CC(Cc3ccc(Cl)cc3)C2=O)no1 (stereo not drawn)	·	·	-0.4	0	-1	3	·	-2	2
O=C(NCCc1ccc(F)cc1)Nc1ccc2c(c1)OCO2	3	10	-0.6	0	-13	-4	0.2	-8	-4
Cc1ccc(Nc2nnc(-c3ccc(C)c(S(=O)(=O)N4CCOCC4)c3)c3ccccc23)c(C)c1	-19	·	-1.2	-1	-45*	-3	1.5	8	9
COc1cc2ncnc(NCc3cc(F)ccc3F)c2cc1OC	-9	-2	0.0	5	-27	-3	0.2	-4	-5
Cc1cc(N2CCC(C)CC2)n2ncc(-c3ccccc3)c2n1	6	6	-0.2	1	7	4	-0.2	-12	3
Cc1c(/C=N/NC(=O)c2ccc(Br)o2)cnn1C	-1	4	-0.6	3	-5	6	-0.2	-6	1
CC(=O)Nc1ccc(NC(=O)[C@H](C)NC(=O)c2ccco2)cc1	2	8	0.8	1	10	0	0.0	2	-3
COc1ccc(NC(=O)CSc2nnc(-c3ccncc3)o2)c(OC)c1	-6	6	0.2	2	2	-11	-0.1	-4	-3
COc1cccc(NC(=O)Cn2c(=O)n(-c3ccccc3)c(=O)c3ccc(C(=O)NCc4ccc5c(c4)OCO5)cc32)c1	14	·	2.4	2	2	-2	0.2	·	-5
CCOC(=O)C1CCN(S(=O)(=O)c2ccc3c(ccn3C)c2)CC1	-9	5	-0.7	5	1	-8	0.1	2	-6
CCc1ccc(C(=O)Cn2cnc3cc([N+](=O)[O-])ccc3c2=O)cc1	13	-29	-0.1	1	-15	-4	-0.4	0	-1
Cc1ccnc(NC(=O)CNC(=O)c2ccccc2)c1	4	0	0.1	2	10	-2	0.9	14	2
Cc1c(OCC(=O)OC(C)(C)C)ccc2c3c(c(=O)oc12)CCC3	2	-9	-0.7	11	-13	-5	-0.2	-10	-1
O=C(N/N=C(\Cc1ncc[nH]1)c1ccccc1)c1ccccc1	8	-3	0.6	4	-1	-4	0.2	·	-5
CNC(=O)NC(=O)COC(=O)c1ccc(-n2c(C)ccc2C)cc1	1	10	0.1	4	-12	-1	-0.2	-16	-5
CCN(CC(=O)NCc1ccco1)S(=O)(=O)c1ccc(OC)cc1	·	·	-0.5	1	-8	-14	·	-1	-4
CCc1nn(-c2ccccc2)c(=S)c2ccccc12	0	14	-2.0	1	1	0	-1.5	-11	-4
COc1ccc(Cc2noc(CN(C)CC3CCN(Cc4ccccc4)CC3)n2)cc1OC	-6	-1	0.2	3	-14	3	-1.4	2	2
CCn1c(=O)c2c(nc3n2CCCN3Cc2ccccc2)n(C)c1=O	-1	4	-0.5	4	0	-8	0.1	3	4
COc1ccc(/C(N)=N/OC(=O)c2ccc3c(c2)OCO3)cc1	4	-30	0.1	5	-4	-7	0.5	-6	4
CNC(=O)NC(=O)C(C)OC(=O)c1oc2ccccc2c1CSc1ccc(Cl)cc1 (stereo not drawn)	-2	-5	-1.1	16	14	0	-2.2	-8	2
CCOC(=O)c1ccc(S(=O)(=O)N2CCC(C(=O)NCc3ccccc3OC)CC2)cc1	-9	9	-0.3	3	-10	-6	0.4	1	-5
O=C(CN1C(=O)c2ccccc2C1=O)Nc1cc([N+](=O)[O-])ccc1O	-6	-38	0.0	1	24	-3	2.0	0	8
O=[N+]([O-])c1c(Nc2ccccc2O)cc(N2CCOCC2)c2nonc12	-2	·	0.0	1	5	3	·	-8	2
CN(C)c1ccc(NC(=O)CC(NCc2cccnc2)C(=O)O)cc1 (stereo not drawn)	14	·	0.0	2	-9	-2	1.6	-1	4
Cc1cc(C)cc(NC(=O)c2cc(C)n(Cc3cccs3)c2C)c1	·	·	-0.7	4	10	2	·	-30	-3
COc1ccc(CN(C#N)c2nc(SC)nc(N(C)C)n2)cc1	-8	6	0.4	3	-15	-4	-0.6	-6	-7
S=C(c1ccc2c(c1)OCO2)N1CCCCCC1	-7	-16	-0.7	0	0	8	-0.8	-6	7
Cc1ccc(C(=O)CCC(=O)OC(C)C(=O)NC2CCCCC2C)cc1 (stereo not drawn)	-20	10	-0.5	-1	-12	0	·	8	1
S=C(N/N=C/c1cccs1)NC1CC2CCC1C2 (stereo not drawn)	0	-1	0.3	3	0	2	3.5	-67*	5
Cc1cc(N2CCC(C)CC2)nc2cccc(O)c12	3	-6	-0.1	2	-11	-7	-0.7	·	3
O=C(CCOc1ccccc1)N(Cc1cccnc1)c1nc2ccc(F)cc2s1	7	·	0.6	5	·	-5	1.5	7	-4
COC(=O)c1cn(N(C)c2ncc(C(F)(F)F)cc2Cl)c(=O)c2ccccc12	11	3	-0.3	1	15	-1	-1.1	-19	1
Cc1ccc(-c2nnn(CC(=O)Nc3ccc4nn(-c5ccccc5)nc4c3)n2)o1	2	·	0.2	-1	24	-8	·	4	-7
Cc1c(-c2ccnc3cc(C(=O)O)nn23)cnn1C	-6	-33	1.0	-1	-7	2	0.4	5	-4
Cn1ncc([N+](=O)[O-])c1C(=O)N/N=C/c1c[nH]c2ccccc12	1	·	0.6	1	-4	-8	·	6	1
COc1cc(C(=O)Nc2ccc(-c3nc4cc(C)c(C)cc4o3)cc2)cc(OC)c1OC	1	·	-0.8	0	-9	0	-0.4	-1	6
COc1cccc(C(c2ccccc2)N2C3CCC2CN(S(=O)(=O)c2ccc(F)cc2)CC3)c1 (stereo not drawn)	-2	6	0.5	62*	-1	-3	0.4	-15	-4
O=C(CCCC(=O)N1CCCc2ccccc21)N1CCCc2ccccc21	3	-6	-0.1	13	-26	0	-0.1	-5	-5
Cc1cc(C)c(C#N)c(SCC(=O)N2CCN(Cc3ccccc3)CC2)n1	-20	-18	-0.9	1	2	-5	-1.3	-9	-12
Cc1ccc(S(=O)(=O)N2CCC(C(=O)NCCN3CCOCC3)CC2)cc1C	1	-4	0.0	3	-3	-4	-0.2	-3	2
COc1ccc(C(F)(F)F)cc1NC(=O)c1nc2nc(C)cc(C(F)F)n2n1	21	-14	-0.2	6	-1	1	1.2	-7	-1
Cc1ccc(S(=O)(=O)c2nnn3c2nc(NC2CCCCCC2)c2sccc23)cc1C	-1	·	1.3	2	-13	-1	0.7	-11	-6
COc1ccc(/C=N/N2C(=N)SCC2=O)cc1	5	-12	-0.4	2	-16	4	1.4	-3	13

Source: PubChem BioAssay (National Center for Advancing Translational Sciences (NCATS))

Not a hit list (roughly 7.1% active in at least one column).
